# High-throughput results as filed in PubChem.
# TSG101-PTAP inh: blocks PTAP/TSG101 interaction to inhibit HIV-1 budding; Q99816; Fluorescence polarization, FITC-PTAP peptide / Tsg101 binding; Potency, µM (highest dose often 115 µM), without a hit: top-dose activity change, negative = inhibition, hits mostly inhibitors; 340,000 tested, under 10 active; active = well fitted inhibition curve with a large enough effect in the main read-out, with a control signal flat, not every such curve was filed as active; inconclusive = small, poorly fitted or top-dose-only effect, or effect the other way, or a change in a side signal; inactive = no such curve, though single readings can be large or run the other way; note: potency is the fitted concentration of half-maximal effect; % of control where 0% means no effect
#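 Compounds were pin-transferred onto Tsg101 binding domain (10 uM final) in HEPES pH 7.5 buffer, then FITC-PTAP peptide was added at 50 nM final. After 20 min at RT, polarization reported peptide displacement across a qHTS concentration series.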
# Tb PFK block: inhibitors of T. brucei phosphofructokinase | 330,000 tested, 0.17% active | Potency, µM (top dose mostly 57.5 µM), inactives show at the highest dose activity, negative = inhibition, usual class: inhibitors | AID 485367 | O15648 | T. brucei PFK, ADP-Glo luminescence;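 note: potency is the fitted concentration of half-maximal effect; 0% = uninhibited 1x PFK enzyme wells and -100% = no-enzyme wells; nearly all actives have a fitted effect of over 60% in size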
#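 Compounds were pin-transferred as a titration series up to 57 uM into substrate buffer (0.5 mM F6P, 0.1 mM ATP, pH 8.0), then 1.25 nM PFK was added and reactions ran 45 min before ADP-Glo detection.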
# Integrin act MD: activators of alpha7 integrin expression for muscular dystrophy. alpha7betagal myoblasts, beta-gal FDG fluorescence, 48 h. Potency, µM (highest dose often 38.3 µM), for the others: at the top dose activation, usual class: activators. 350,000 tested, 0.064% active;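 note: potency is the fitted concentration of half-maximal effect; 100% = response of the positive control SU9516; nearly all actives have a fitted effect of over 60% in size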
#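 alpha7betagal+/- myoblasts (passage 13, 250/well) treated 48 h at 37C with compounds at 1:260 dilution of DMSO stock. Lysed, then beta-galactosidase activity read as FDG fluorescence (ex 480/em 540) after 30 min, with pre-read for autofluorescence.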
# Coupling enz: counter-screen for Giardia aldolase inhibitors: coupling enzyme system. activity change, negative = inhibition, % at 58.2 µM, hits read low. coupling enzyme system counterscreen, AmpLite Red fluorescence. 290,000 tested, 0.67% active. AID 2472; in the data active = activity change below about -30%; note: % is set by controls: 0 for no effect and ±100 for the full control effect
#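 Coupling enzymes only (glyceraldehyde-3-phosphate) + compound, at 57.5 uM final, 10 min RT; add substrate/coupling/AmpLite Red mix, 20 min RT; fluorescence ex 525/em 598 nm. Actives flag coupling-system interference.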
# ASM inhibitor: blocks human secretory acid sphingomyelinase; P17405; placental ASM, HMU-PC fluorogenic substrate, 60 min; Potency, µM (top dose mostly 57.5 µM), without a hit: at the highest dose activity change, negative = inhibition, actives largely listed as inhibitors; 340,000 tested, 0.006% active; note: potency is the fitted concentration of half-maximal effect
# Target sequence (P17405 47-631 limits assumed): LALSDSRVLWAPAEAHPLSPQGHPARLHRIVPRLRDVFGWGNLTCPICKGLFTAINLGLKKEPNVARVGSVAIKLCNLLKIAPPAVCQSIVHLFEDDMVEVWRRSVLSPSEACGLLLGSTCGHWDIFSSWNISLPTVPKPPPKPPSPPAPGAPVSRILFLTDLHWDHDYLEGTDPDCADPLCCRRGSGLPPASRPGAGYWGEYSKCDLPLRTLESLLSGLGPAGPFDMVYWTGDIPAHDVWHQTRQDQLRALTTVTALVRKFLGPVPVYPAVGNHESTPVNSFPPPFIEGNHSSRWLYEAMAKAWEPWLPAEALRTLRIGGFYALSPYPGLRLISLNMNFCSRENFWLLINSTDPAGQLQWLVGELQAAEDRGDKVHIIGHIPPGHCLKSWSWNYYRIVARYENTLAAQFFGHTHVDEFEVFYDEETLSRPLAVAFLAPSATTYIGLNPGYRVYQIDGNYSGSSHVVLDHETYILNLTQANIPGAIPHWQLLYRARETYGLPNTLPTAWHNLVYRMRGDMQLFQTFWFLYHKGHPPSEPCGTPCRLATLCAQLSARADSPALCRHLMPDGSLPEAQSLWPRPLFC
#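 Human placenta-derived ASM enzyme was preincubated with compound for 10 minutes at room temperature, then given fluorogenic substrate HMU-PC0 (9 uM final) for 60 minutes at 37 °C; a pH 10 stop preceded fluorescence reading at Ex 386/Em 447 nm.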
# Giardia kill: Giardia lamblia killing; Giardia lamblia trophozoite viability; 340,000 tested, 0.15% active; AID 540267; activity change, % at 7.66 µM, hits read low; in the data active = activity change below about -80%; inconclusive = between about -30% and that limit;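 note: parasites exposed to compound for two days anaerobically before the ATP read; % is set by controls: 0 for no effect and ±100 for the full control effect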
#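 Anaerobic 48 hrs incubation at 37 deg C of 100 trophozoites/well with test compounds; ATPLite 1-Step luminescence, 15-30 min RT, reports cellular ATP as viability.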
# Chronic BCR inh: chronic active BCR signaling inhibition | AID 493014 | 340,000 tested, 0.05% active | Potency, µM (top dose mostly 46.1 µM), without a hit: top-dose ratio change, negative = lower green/red ratio, hits mostly inhibitors | ABC-DLBCL IkBa-CBG/CBR reporter, luminescence ratio, 4 h; active = well fitted inhibition curve with a large enough effect in the signal ratio, with a control signal flat, not every such curve was filed as active; inconclusive = small, poorly fitted or top-dose-only effect, or effect the other way, or a change in a side signal; the % refers to the signal ratio;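 note: potency is the fitted concentration of half-maximal effect; plate controls were basal doxycycline-induced cells for no effect and cells given 10 µM MG132 for full effect; MG132 reads +100%, hits lower the ratio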
#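 Concentration-response series (up to 46 uM) were applied to TMD8 dual-reporter cells for 4 h at 37C with doxycycline. Green/red ratio, after filter-overlap correction, defined %Activity; red signal alone was normalised to basal cells and zero luminescence.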
# B2AR arrestin: recruits beta-arrestin to the human beta2-adrenergic receptor. P07550. beta-arrestin recruitment to beta2AR, cell-based reporter. Potency, µM (series often up to 46.1 µM), for inactives: top-dose activation, usual class: activators. 330,000 tested, 0.02% active. AID 492947;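 note: potency is the fitted concentration of half-maximal effect; 0% = DMSO controls and full agonism = EC100 isoproterenol or metaproterenol; nearly all actives have a fitted effect of over 65% in size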
# GALK inhibitor: galactokinase (human) inhibition; Potency, µM (doses to about 57.5 µM), without a hit: at the highest dose activity change, negative = inhibition, most hits filed as inhibitors; Purified GALK, Kinase-Glo residual ATP luminescence; AID 1868; P51570; 270,000 tested, 0.007% active; note: potency is the fitted concentration of half-maximal effect; % is set by controls: 0 for no effect and ±100 for the full control effect
# Target sequence (P51570 whole entry, looked up): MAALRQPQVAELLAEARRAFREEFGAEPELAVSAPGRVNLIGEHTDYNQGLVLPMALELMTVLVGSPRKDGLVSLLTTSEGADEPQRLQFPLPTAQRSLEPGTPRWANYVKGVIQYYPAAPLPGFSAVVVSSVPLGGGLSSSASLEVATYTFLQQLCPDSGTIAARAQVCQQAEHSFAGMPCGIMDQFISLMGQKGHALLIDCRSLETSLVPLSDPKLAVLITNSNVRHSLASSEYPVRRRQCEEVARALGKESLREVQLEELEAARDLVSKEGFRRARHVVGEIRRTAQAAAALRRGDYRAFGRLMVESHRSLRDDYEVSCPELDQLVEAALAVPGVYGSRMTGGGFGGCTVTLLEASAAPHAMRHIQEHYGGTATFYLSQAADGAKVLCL
#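 Galactose (100 uM) and ATP (35 uM) were turned over by 5 nM GALK for 1 h at RT. Kinase-Glo Plus then converted the remaining ATP into a luminescent signal.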
# Menin MLL FP TR: menin-MLL binding inhibition, Texas Red mutant peptide. Menin + Texas Red MLL mutant peptide, fluorescence polarization. 270,000 tested, 0.23% active. Potency, µM (doses to about 61.6 µM), for inactives: top-dose FP activity change, negative = inhibition, most hits filed as inhibitors; active = well fitted inhibition curve with a large enough effect in the polarisation, with a control signal flat, not every such curve was filed as active; inconclusive = small, poorly fitted or top-dose-only effect, or effect the other way, or a change in a side signal; inactive = no such curve, though single readings can be large or run the other way; the % refers to the polarisation; note: potency is the fitted concentration of half-maximal effect; % of control where 0% means no effect; many of its hits are not listed in these tables
# PKM2 act: activators of human pyruvate kinase M2 | P14618 | purified PKM2, Kinase-Glo ATP luminescence, activation; response scale: 0% is enzyme alone, no compound | Potency, µM (titrated, usually from 57.5 µM), for the others: at the top dose activation, most hits filed as activators | 260,000 tested, 0.34% active | AID 1631; note: potency is the fitted concentration of half-maximal effect; % is set by controls: 0 for no effect and ±100 for the full control effect; nearly all actives have a fitted effect of over 55% in size
#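 Purified hPK-M2 (>95%) run at intermediate activity with 0.1 mM ADP and 0.5 mM PEP in 50 mM imidazole pH 7.2, KCl, MgCl2; 1 h room temperature. ATP formed read by Kinase-Glo luminescence; normalized to uninhibited and no-enzyme controls.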
# The depositor's hits bear a star; ? = inconclusive; · = no result given; & = joins results of further samples; [ ] = another dose, or the depositor's remark. Unless noted, calls come from the whole dose curve; as a rule, active = well fitted curve in the direction sought with a large enough effect; inconclusive = small, poorly fitted or top-dose-only effect, or another doubt; inactive = no such curve, though single readings can be large; an effect the other way counts as inactive or inconclusive. This is a subset. The share of hits here may be higher or lower than overall.
# A first look (four entries):
Compound,TSG101-PTAP inh,ASM inhibitor,PKM2 act,Giardia kill,Chronic BCR inh,Integrin act MD,Coupling enz,Menin MLL FP TR,Tb PFK block,B2AR arrestin,GALK inhibitor
COc1ccc(S(=O)(=O)N2CCC(N3CCN(Cc4ccccc4)CC3)CC2)cc1,7%,0%,3%,4,6%,-7%,1,-21%,-11%,0.1%,4%
O=C(CCN1CCN(c2ccccc2F)CC1)Nc1ccccc1F,0%,1%,1%,-9,-6%,4%,1,7%,2%,0.1%,9%
COCCOC(=O)/C=C1/NC(=O)CS1,-8%,1%,2%,4,?,42%,-1,-2%,0%,-0.2%,0%
Cn1c(=O)c2c(ncn2CC(=O)OCC(=O)Nc2ccccc2)n(C)c1=O,-1%,0%,8%,-8,3%,-4%,1,0%,1%,-0.3%,0%

# This part in full, from the first entry:
Compound,TSG101-PTAP inh,ASM inhibitor,PKM2 act,Giardia kill,Chronic BCR inh,Integrin act MD,Coupling enz,Menin MLL FP TR,Tb PFK block,B2AR arrestin,GALK inhibitor
COc1ccc(S(=O)(=O)N2CCC(N3CCN(Cc4ccccc4)CC3)CC2)cc1,7%,0%,3%,4,6%,-7%,1,-21%,-11%,0.1%,4%
O=C(CCN1CCN(c2ccccc2F)CC1)Nc1ccccc1F,0%,1%,1%,-9,-6%,4%,1,7%,2%,0.1%,9%
COCCOC(=O)/C=C1/NC(=O)CS1,-8%,1%,2%,4,?,42%,-1,-2%,0%,-0.2%,0%
Cn1c(=O)c2c(ncn2CC(=O)OCC(=O)Nc2ccccc2)n(C)c1=O,-1%,0%,8%,-8,3%,-4%,1,0%,1%,-0.3%,0%
CS(=O)(=O)N(CC(=O)Nc1ccc(F)cc1)C1CCCCC1,-2%,-6%,·,9,3%,0%,1,2%,-3%,-0.4%,5%
COc1ccc(CCCc2nnc(SCC(=O)Nc3ccc(OC)cc3)o2)cc1,-9%,0%,2%,18,0%,-8%,-3,-5%,0%,0.4%,-2%
Cc1ccc(NC(=O)CCC(=O)c2ccc(F)cc2)cc1Cl,2%,-1%,-5%,-20,13%,13%,1,7%,2%,0.0%,-4%
O=C1OC(N2CCN(C(=O)C3CCCO3)CC2)c2ccccc21 (stereo not drawn),1%,-8%,-3%,-3,0%,?,2,-9%,-1%,-0.7%,-1%
CCCCCN(CCCCC)C(=O)C(CCC(=O)O)NC(=O)c1ccc(Cl)c(Cl)c1 (stereo not drawn),-3%,-4%,·,3,·,·,3,-3%&-7%,·,·,·
COc1c(C)cccc1C(=O)NC(=S)Nc1cccc2nsnc12,2%,-2%,-2%,-9,?,17%,-9,?,2%,-0.1%,-1%
O=C(/C=C/c1ccc(OC2CSC2)cc1)c1ccccc1,-5%,14%,-21%,-1,-20%,6%,2,·,-2%,-0.1%,-2%
COC(=O)c1ccc(CSC2=NC[C@@H]3[C@@H]4C(=O)N(Cc5ccccc5)C(=O)[C@@H]4[C@](Cc4ccccc4)(C(=O)OC)N23)cc1,1%,-3%,·,-8,-2%,-8%,·,·,1%,-0.4%,·
O=C(NC(=S)Nc1ccc(S(=O)(=O)N2CCCCC2)cc1)c1cccs1,-4%,-7%,-7%,-2,4%,-30%,2,22%,2%,0.3%,·
COc1ccc(/C=C/C(=O)c2sc(-c3ccc(Cl)cc3)nc2C)cc1,·,·,-3%,·,-1%,·,1,-9%,0%,0.0%,-3%
CCN1C(=O)[C@@H]2[C@@H](c3ccc(-c4ccc(C(C)=O)cc4)cc3)N3CCCC[C@@]3(C(=O)OC)[C@@H]2C1=O,6%,-5%,·,-4,-1%,-3%,·,·,-9%,0.0%,·
Clc1ccc2nc(-c3ccc4c(c3)OCO4)cn2c1,1%,5%,-20%,?,?,17%,-12,8%,-8%,-0.8%,0%
CN(CCC#N)Cc1cc(=O)oc2ccc3ccccc3c12,-7%,6%,1%,12,-21%,-22%,5,·,-1%,0.1%,-2%
O=C(CSc1nnc(SCc2ccc(Cl)cc2)s1)N/N=C/c1ccccc1C(=O)O,-11%,2%,3%,-2,0%,-10%,9,·,2%,-0.3%,·
COc1ccnc(Oc2ccc(F)cc2)c1C(=O)N/C=N/OCc1ccc(F)cc1Cl,-5%,-3%,2%,-2,-1%,19%,-3,19%,-1%,-0.2%,-4%
COc1ccc(NC(=O)NNC(=O)c2ccc(-c3ccccc3)cc2)c(OC)c1,·,-5%,4%,-1,?,3%,2,-2%,2%,0.1%,-5%
CC(=O)c1cc2c(cc1NC(=O)c1cc3nc(C(C)C)cc(C(F)(F)F)n3n1)OCO2,-6%,16%,2%,-1,0%,11%,2,-8%,-1%,0.3%,3%
CCC(C)(C)C1CCc2[nH]nc(C(=O)NCCN3CCOCC3)c2C1 (stereo not drawn),-3%,4%,·,6,3%,10%,·,·,-3%,0.3%,·
COc1cccc(-c2c(-c3cc(OC)cc(OC)c3)n(C)c3ccc(-c4ccc(OC)nc4)cc23)c1,-5%,14%,·,-15,1%,-9%,·,·,1%,0.3%,·
CCc1n(CC(O)COC2CCCCC2)c2ccccc2[n+]1C (stereo not drawn),-3%,2%,-12%,?,-14%,-17%,-1,-26%,-7%,0.1%,6%
COc1ccc(CNC(=O)c2nnn(-c3cccc(C(F)(F)F)c3)c2N)cc1,-1%,2%,-3%,1,?,-2%,-4,13%,3%,-0.2%,0%
CCCCc1n[nH]c2c1C(=O)CC(C)(C)C2,-1%,2%,-1%,8,2%,8%,4,-2%,2%,-0.8%,4%
CCN(c1ccccc1)S(=O)(=O)c1cccc(C(=O)N(C)CCOc2ccccc2)c1,0%,-1%,·,3,17%,-9%,·,·,0%,0.4%,·
CC(=O)N(Cc1ccccc1)c1ccccc1C(=O)O,-3%,-1%,-1%,5,?,2%,1,·,2%,0.5%,0%
Cc1ccc(S(=O)(=O)N/N=C/c2ccc(O)cc2O)cc1[N+](=O)[O-],2%,-2%,15%,-17,?,2%,16,·,2%,-0.4%,-1%
CC1(C)CC2CN(C(=O)Cc3ccccc3)C(C)(C2)C1 (stereo not drawn),2%,3%,6%,2,5%,?,1,?,-4%,-0.4%,-1%
Cc1nn(C)c(Oc2ccccc2)c1CCNC(=O)CCl,-9%,1%,-1%,?,?,-44%[inhibitor],4,7%,1%,-0.2%,0%
COc1ccc(-n2ccnc(SCC(=O)NC3CCCC3)c2=O)cc1,1%,35%[activator],·,2,-10%,-23%,·,·,-1%,-1.0%,1%
Cc1cccc(NC(=O)c2cccc(S(=O)(=O)N3CCCC3)c2)n1,-5%,1%,·,-1,0%,23%,·,·,-2%,0.1%,·
C=CC[C@@H](CC(=O)N[C@H](CO)Cc1ccccc1)C(=O)N[C@H](COC(=O)[C@@H](CC=C)Cc1ccc(F)cc1)C(C)(C)C,-4%,-8%,·,15,?,31%,·,·,1%,-0.4%,·
O=C(Nc1ccc(Br)cc1)C1CCN(c2cnccn2)CC1,0%,31%[activator],1%,3,9%,15%,1,6%,0%,-0.1%,8%
CCc1ccc(C(=O)O)cc1,0%,0%,3%,-6,-2%,6%,0,·,6%,-0.3%,·
C/C(=N\O)C(C)Oc1ccc(Cl)cc1 (stereo not drawn),-1%,13%,-1%,-17,-1%,9%,0,-15%,-3%,-0.3%,4%
COc1ccc(C(=O)Nc2ccc(F)cc2F)cc1OC,2%,-1%,-3%,3,?,15%,0,1%,-5%,0.2%,2%
COc1ccc(NC(=S)N2CCC(C(=O)c3ccc(C)cc3)CC2)cc1,-3%,-1%,2%,2,-9%,-50%[inhibitor],-1,5%,-1%,-0.1%,0%

# Part of the list above in a different format.
# Screens in order – TSG101-PTAP inh	ASM inhibitor	PKM2 act	Giardia kill	Chronic BCR inh	Integrin act MD	Coupling enz	Menin MLL FP TR	Tb PFK block	B2AR arrestin	GALK inhibitor
CCc1ccc(C(=O)O)cc1
  0%	0%	3%	-6	-2%	6%	0	·	6%	-0.3%	·
C/C(=N\O)C(C)Oc1ccc(Cl)cc1 (stereo not drawn)
  -1%	13%	-1%	-17	-1%	9%	0	-15%	-3%	-0.3%	4%
